Pf apPOL inh: Pf-apPOL DNA polymerase inhibition; Recombinant Pf-apPOL, molecular beacon fluorescence, 1.5 h; inhibition, % at 10 µM; actives 0.25% (n = 210,000); AID 1794808
mHTT-CaM PPI inh: inhibitors of human mutant huntingtin-calmodulin interaction. P42858. actives 3.6% (n = 190,000). AlphaScreen His-mHTT/GST-CaM binding, luminescence. inhibition, % at 15 µM;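 further: 0% = both proteins with DMSO and 100% = one protein alone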
Target sequence (P42858 whole entry, looked up, stated change not applied): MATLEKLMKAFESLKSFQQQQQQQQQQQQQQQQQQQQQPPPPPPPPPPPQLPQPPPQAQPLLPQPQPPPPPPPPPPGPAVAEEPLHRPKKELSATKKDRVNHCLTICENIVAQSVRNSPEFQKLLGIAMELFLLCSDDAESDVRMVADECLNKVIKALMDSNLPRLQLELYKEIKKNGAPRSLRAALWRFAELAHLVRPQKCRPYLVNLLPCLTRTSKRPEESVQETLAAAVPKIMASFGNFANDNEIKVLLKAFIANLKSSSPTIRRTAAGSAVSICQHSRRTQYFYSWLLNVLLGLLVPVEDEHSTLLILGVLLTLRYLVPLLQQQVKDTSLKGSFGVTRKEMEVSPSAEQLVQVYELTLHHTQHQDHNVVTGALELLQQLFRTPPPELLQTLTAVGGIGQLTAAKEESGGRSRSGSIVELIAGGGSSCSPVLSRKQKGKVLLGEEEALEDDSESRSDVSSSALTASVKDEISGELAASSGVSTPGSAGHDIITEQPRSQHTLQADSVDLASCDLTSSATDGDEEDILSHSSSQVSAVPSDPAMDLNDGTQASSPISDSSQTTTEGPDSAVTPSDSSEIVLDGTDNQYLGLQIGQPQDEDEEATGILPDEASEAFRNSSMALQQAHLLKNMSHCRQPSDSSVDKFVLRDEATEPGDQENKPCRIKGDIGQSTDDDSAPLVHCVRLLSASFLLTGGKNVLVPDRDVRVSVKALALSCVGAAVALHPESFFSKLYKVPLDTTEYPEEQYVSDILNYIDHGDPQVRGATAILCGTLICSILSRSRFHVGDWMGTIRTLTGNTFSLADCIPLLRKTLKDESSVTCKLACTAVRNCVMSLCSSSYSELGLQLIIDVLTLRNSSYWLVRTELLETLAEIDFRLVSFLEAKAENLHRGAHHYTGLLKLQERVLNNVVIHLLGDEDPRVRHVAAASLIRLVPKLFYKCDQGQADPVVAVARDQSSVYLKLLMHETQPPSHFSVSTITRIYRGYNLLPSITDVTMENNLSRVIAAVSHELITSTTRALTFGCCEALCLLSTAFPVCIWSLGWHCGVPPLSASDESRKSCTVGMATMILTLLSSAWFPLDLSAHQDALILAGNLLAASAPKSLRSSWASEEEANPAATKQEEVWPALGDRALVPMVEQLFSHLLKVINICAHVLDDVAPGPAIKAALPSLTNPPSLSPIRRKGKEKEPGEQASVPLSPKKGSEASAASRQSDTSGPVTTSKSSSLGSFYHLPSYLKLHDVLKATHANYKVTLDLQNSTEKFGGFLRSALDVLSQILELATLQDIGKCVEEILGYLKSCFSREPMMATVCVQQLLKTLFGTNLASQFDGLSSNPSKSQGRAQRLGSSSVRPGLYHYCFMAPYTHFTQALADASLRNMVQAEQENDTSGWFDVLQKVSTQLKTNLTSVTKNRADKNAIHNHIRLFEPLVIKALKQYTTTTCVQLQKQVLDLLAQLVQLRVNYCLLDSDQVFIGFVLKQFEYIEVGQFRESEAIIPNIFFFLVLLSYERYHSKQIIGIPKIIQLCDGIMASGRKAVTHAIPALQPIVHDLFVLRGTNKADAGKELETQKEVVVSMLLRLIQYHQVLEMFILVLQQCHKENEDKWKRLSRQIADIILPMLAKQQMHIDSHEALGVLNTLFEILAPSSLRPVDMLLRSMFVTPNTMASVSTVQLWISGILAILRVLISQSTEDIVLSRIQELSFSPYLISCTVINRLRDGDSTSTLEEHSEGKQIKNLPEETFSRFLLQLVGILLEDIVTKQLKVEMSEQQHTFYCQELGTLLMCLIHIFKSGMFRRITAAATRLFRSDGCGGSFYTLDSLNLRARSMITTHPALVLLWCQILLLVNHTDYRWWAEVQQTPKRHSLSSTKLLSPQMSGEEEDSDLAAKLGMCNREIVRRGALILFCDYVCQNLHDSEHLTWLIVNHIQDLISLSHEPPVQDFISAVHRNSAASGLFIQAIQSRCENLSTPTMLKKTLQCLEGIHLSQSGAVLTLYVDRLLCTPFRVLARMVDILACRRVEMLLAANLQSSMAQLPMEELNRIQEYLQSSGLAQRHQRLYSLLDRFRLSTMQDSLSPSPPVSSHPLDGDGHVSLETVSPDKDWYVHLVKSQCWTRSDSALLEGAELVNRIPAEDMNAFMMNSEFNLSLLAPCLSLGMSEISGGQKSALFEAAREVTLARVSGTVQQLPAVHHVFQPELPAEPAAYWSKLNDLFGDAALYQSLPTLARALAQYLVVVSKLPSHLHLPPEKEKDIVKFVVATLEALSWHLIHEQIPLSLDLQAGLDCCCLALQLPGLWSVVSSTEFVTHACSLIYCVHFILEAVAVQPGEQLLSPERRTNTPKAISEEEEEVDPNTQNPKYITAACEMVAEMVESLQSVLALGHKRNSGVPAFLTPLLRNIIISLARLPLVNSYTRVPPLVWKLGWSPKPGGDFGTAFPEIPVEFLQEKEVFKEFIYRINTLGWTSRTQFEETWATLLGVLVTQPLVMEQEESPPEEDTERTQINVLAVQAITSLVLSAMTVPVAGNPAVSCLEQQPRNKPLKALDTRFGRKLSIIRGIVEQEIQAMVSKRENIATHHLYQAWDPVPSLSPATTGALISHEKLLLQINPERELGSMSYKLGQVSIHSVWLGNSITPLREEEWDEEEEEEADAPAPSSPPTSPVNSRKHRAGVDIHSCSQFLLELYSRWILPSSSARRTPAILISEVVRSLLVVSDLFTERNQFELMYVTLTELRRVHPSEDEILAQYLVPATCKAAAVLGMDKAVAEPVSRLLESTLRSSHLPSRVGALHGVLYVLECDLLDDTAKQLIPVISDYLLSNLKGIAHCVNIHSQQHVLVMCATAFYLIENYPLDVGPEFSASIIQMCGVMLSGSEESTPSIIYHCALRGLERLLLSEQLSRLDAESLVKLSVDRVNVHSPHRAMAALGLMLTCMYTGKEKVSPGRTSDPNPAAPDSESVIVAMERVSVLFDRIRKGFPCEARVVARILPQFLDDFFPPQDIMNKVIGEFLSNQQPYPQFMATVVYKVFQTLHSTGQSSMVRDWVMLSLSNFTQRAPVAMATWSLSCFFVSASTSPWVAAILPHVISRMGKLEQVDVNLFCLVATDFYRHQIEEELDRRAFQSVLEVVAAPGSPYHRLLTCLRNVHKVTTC
Starred values were filed as active, the others as inactive; . = no result given; & = joins results of further samples. No stated cut-off is given here; in the data, active means inhibition above about 50%; inactive means the rest.

SMILES	Pf apPOL inh	mHTT-CaM PPI inh
Cc1ccc(-c2cc(=O)n(CC(=O)Nc3ccc(Cl)cc3)[nH]2)cc1	-3	14
CS(=O)(=O)c1ccc2nc(NC(=O)Cc3ccc([N+](=O)[O-])cc3)sc2c1	4	3
COc1ccc2sc(N(Cc3ccccn3)C(=O)CSCc3ccccc3)nc2c1	-7	-8
Cc1cc(C)nc(NS(=O)(=O)c2ccc(NC(=O)C3COc4ccccc4O3)cc2)n1 (centres undefined)	-8	4
Cc1ccc(C(=O)N2CC(C)OC(C)C2)cc1[N+](=O)[O-] (centres undefined)	-2	0
O=C(Nc1ccc(N2CCCN(C(=O)c3ccccc3)CC2)nc1)c1ccccc1F	-7	6
O=C(/C=C/c1ccccc1)NC(NC1CCCCC1)C(Cl)(Cl)Cl (centres undefined)	112*	-4
COc1ccccc1NC(=O)C(C(C)C)N1C(=O)c2ccccc2C1=O (centres undefined)	-22	3
COc1ccc(NC(=O)N2CCc3c(nc4cc[nH]n4c3=O)C2)cc1	1	5
Cc1onc(-c2ccccc2)c1CNS(=O)(=O)c1cnn(-c2ccccc2)c1C	-12	.
O=C(CSc1c(-c2ccccc2)[nH]c2ccccc12)NCC1CCCO1 (centres undefined)	-8	14
CN1C(=O)C(CC(=O)N2CCCCCC2)Sc2ncccc21 (centres undefined)	0	-7
CC(=NOC(=O)c1ccsc1)c1oc(C)nc1C	-25	.
Cc1cccc(C(=O)Nc2cccc([N+](=O)[O-])c2C)c1	1	2
O=C(O)c1ccc(-n2c(/C=C/c3ccc([N+](=O)[O-])cc3)nc3ccccc3c2=O)cc1	-5	-6
CC1CCCCN1C(=O)C1CCN(c2ncnc3c2nc2n3CCCCC2)CC1 (centres undefined)	-5	-4
O=C(c1ccc2c(c1)OCO2)N1CCOC(c2ccc(C(F)(F)F)cc2)C1 (centres undefined)	-10	-7
Cc1ccsc1C(=O)N1CCC(CCOc2ccccc2F)CC1	-4	-14
O=C(c1cccs1)N1N=C(c2ccccc2)CC1c1ccccc1[N+](=O)[O-] (centres undefined)	-5	33
CCN1CCN(C(=O)c2cn3ccnc(-c4ccc(F)cc4)c3n2)CC1	-4	0
O=C(O)C(F)(F)C(F)(F)C(=O)NCc1cccc(Cl)c1	0	.
CCC1Oc2ccc(Cl)cc2N(CC(=O)NCCc2ccc(Cl)cc2)C1=O (centres undefined)	-12	-5
Cc1ccc(S(=O)(=O)N(CC(=O)NC2CC2)c2cccc(Cl)c2C)cc1	-11	1
Cc1ccc(S(=O)(=O)NC(=O)NN2CCCCCC2)cc1	-6&0	.
CCOc1ccc(CCN2C(=O)CCC2(C)C(=O)NC2CCCCC2)cc1OCC (centres undefined)	-14	15

(cont.)
SMILES	Pf apPOL inh	mHTT-CaM PPI inh
COc1cccc(C(=O)N2CCC3(CC2)NC(=O)c2cccc(Cl)c2N3)c1	0	-4
COc1ccc(Cl)cc1Nc1ncnc2c1nc1n2CCCCC1	-6	-4
O=C1CCCC2=C1C(c1ccc(F)c(Br)c1)n1ncnc1N2 (centres undefined)	1	2
CC(C)OC(=O)c1c(NC(=O)C2C(C=C(Cl)Cl)C2(C)C)sc2c1CCCC2 (centres undefined)	.	-4
CC(C)c1cc(C2CCCN2C(=O)Cc2cccs2)on1 (centres undefined)	-2	-4
COc1ccccc1OCC(=O)n1nc(C)cc1C	-3	-5
Cc1cccc(NC(=O)Cc2ccc(-c3ccccc3)cc2)c1C	-2	-15
CC1CN=C2C=C(N3CCN(S(=O)(=O)Cc4cccc(Cl)c4)CC3)N=CN21 (centres undefined)	2	30
CCCCNC(=O)C1CCCN(c2ccc(NC(=O)C3CCCC3)cn2)C1 (centres undefined)	-2	1
Cc1cc(C)c(S(=O)(=O)N2CCC(c3noc(-c4ccccc4)n3)CC2)cc1C	-2	-4
CC(=O)NC(CCS(C)(=O)=O)C(=O)Nc1cc(F)ccc1F (centres undefined)	-3	3
COc1ccc(C(=O)N2CCCCC2)c(OC)c1	-2	-1
COCCCNC(=O)c1cccc(C2CCCN(C(=O)c3ccc(OC)cc3)C2)c1 (centres undefined)	7	8
CC(C)Sc1c(Cl)cccc1NC(=O)Nc1ccc(Cl)cc1	-6&-8	.
CC1(C)CC(NS(=O)(=O)c2ccc(S(N)(=O)=O)cc2)CC(C)(C)N1	-7	-6
COc1cccc(-c2nc(S(=O)(=O)c3ccccc3)c(NCc3ccccc3)o2)c1	-2	-5
CCC(C)NC(=O)C1CCN(c2ccc(F)c(Cl)c2)C1=O (centres undefined)	1	-4
CC(=O)Nc1ccc(NC(=O)c2ccccc2)cn1	-2	.
CCOC(=O)c1sc(=S)n(-c2ccccc2)c1NC(C)=O	7	.
Cc1[nH]c(=O)[nH]c(=O)c1N1CCOCC1	-1	-4
CN(c1nc2ccccn2c(=O)c1C=O)C1CCCCC1	.	0
O=C(Nc1cccc(F)c1)Nc1cccc(Cl)c1	-7	-31
Cc1nc2c(C(=O)NC(C)c3ccccc3)c[nH]n2c(=O)c1Cl (centres undefined)	-10	24
Cc1nc2c(C(=O)NCc3ccccc3)cnn2c(C)c1Cc1ccccc1F	-10	21
CC1CCCN(CCOCCOc2ccccc2)C1 (centres undefined)	4	-6

The results go on:
SMILES	Pf apPOL inh	mHTT-CaM PPI inh
CC(C)(C)c1cc(NC(=O)Cc2ccccc2Cl)n(CCO)n1	-6	-15
COc1ccc(S(=O)(=O)N(CC(=O)N2CCCC2)c2ccc(C)cc2)cc1OC	6	13
Cn1cc(I)c(-c2nc(-c3nonc3N)no2)n1	-3	6
COc1ccc(C(=O)Nc2ccccc2SC)cc1	-6&-6	-21&-12
CCN(CC)C(=O)c1nc(-c2ccc(C)cc2)n2c1CCCCC2	2	3
COc1ccc(C2C(=O)N(C3CCCCCC3)CC(=O)N2Cc2ccc3c(c2)OCO3)cc1 (centres undefined)	-11	14
CCC(=O)N1CCc2ccc(C(=O)NC3CCCCC3)cc21	0	-6
Cc1c(C)c2cc3c(-c4ccc(Br)cc4)coc3cc2oc1=O	0	-9
N#CC1=C(N)N(c2ccc([N+](=O)[O-])cc2)C2=C(C(=O)CCC2)C1c1cccnc1 (centres undefined)	-2	1
CC(NC(=O)c1ccc(Cl)cc1)C1CC2CCC1C2 (centres undefined)	-6	-5
COc1ccc(NC(=O)OCC(F)(F)C(F)F)cc1Cl	-6	-6
CCOc1ccc(-n2c(SC(C)CC)nc3c(c2=O)SCC3)cc1 (centres undefined)	-6	-12
Cc1ccccc1C(=O)Nc1nc2ccc(Br)cc2s1	-2	-5
CN1CCN(c2sc(S(N)(=O)=O)cc2[N+](=O)[O-])CC1	-8	.
COc1ccc([N+](=O)[O-])cc1NC(=O)Cc1cn(C)c2ccccc12	-8	12
Cc1cccc(CN2Cc3cccc4c3[C@H](C=CC4)CC2=O)c1	-4	100*
Cc1ccc(S(=O)(=O)N2c3ccc(S(N)(=O)=O)cc3CC2C)cc1 (centres undefined)	0	5
N#Cc1cc2c(=O)n3ccccc3nc2n(C2CCCCC2)c1=N	8	-2
CC(C)CC(=O)N1CCN(S(=O)(=O)c2ccc([N+](=O)[O-])cc2)CC1	-4	-2
COc1ccccc1-c1cc(=O)c2cc(N)ccc2o1	-9	6
C=CCNc1ncnc2c1c(-c1ccccc1)cn2-c1ccc(F)cc1	-7	15
COC(=O)COc1ccc2c(c1)OC(=CC=Cc1ccccc1)C2=O	3	2
Cc1n[nH]c(C)c1NC(=O)c1ccc(Cl)cc1Cl	4	-5
COc1ccccc1N(CC(=O)NCCSCc1ccccc1Cl)S(C)(=O)=O	-19	4
O=C(COc1ccccc1)Nc1cc(C(=O)O)cc(C(=O)O)c1	-2	-3

Single records, from the list above. Order of screens: Pf apPOL inh, mHTT-CaM PPI inh
`COc1ccccc1-c1cc(=O)c2cc(N)ccc2o1` reads -9, 6
`Cc1c(C)c2cc3c(-c4ccc(Br)cc4)coc3cc2oc1=O` reads 0, -9
`Cc1n[nH]c(C)c1NC(=O)c1ccc(Cl)cc1Cl` reads 4, -5

The list continues.
SMILES	Pf apPOL inh	mHTT-CaM PPI inh
COc1ccc(C2=N/C(=C\c3ccc(SC)cc3)C(=O)O2)cc1[N+](=O)[O-]	-3	2
COc1ccc(NC(=O)c2cc(C(C)=O)oc2C)cc1	3	3
Cc1ccc(N(CC(=O)N2CCC(C)CC2)S(C)(=O)=O)cc1	-16	-3
CC(C)N=C(NS(=O)(=O)c1cccs1)c1ccccc1	4	1
COc1cc(SC)ccc1C(=O)N1CCCC(C)C1 (centres undefined)	-6	3
CN1CCCC12NCCc1c2[nH]c2ccccc12 (centres undefined)	-1	.
O=C(NCCC1=CCCCC1)C(=O)NCC(O)c1ccsc1 (centres undefined)	-2	-13
COc1cccc(C2CC(c3ccccc3)=NC3(CCN(C)CC3)N2)c1O (centres undefined)	-6	20
COc1ccc(S(=O)(=O)Nc2ccccc2F)cc1Br	-17	-7
CCCN1CCc2nc(SCc3ccc(F)cc3)[nH]c(=O)c2C1	1	-2
CN(C)c1cccc(C(=O)Nc2cccc(Cl)c2Cl)c1	-5	3
COc1ccc(C2=N/C(=C\c3ccccc3[N+](=O)[O-])C(=O)O2)cc1Br	-2	2
O=C(c1ccc2cc[nH]c2c1)N1CCc2c(nc(-c3ccccc3)[nH]c2=O)C1	-1	-1
CN1CCN(c2nc3c(c(=O)n(C)c(=O)n3C)n2Cc2ccc(Cl)c(Cl)c2)CC1	-9	28
O=C(c1ccc(Br)o1)N1CCn2cnnc2C1	-2	2
COc1ccc(NS(=O)(=O)c2ccc(N3C(=O)CCC3=O)cc2)cc1	-1	1
CC(C)(C)c1ccc(C(=O)ON=C(N)CSc2cccs2)cc1	4	.
O=C(Cc1nc(-c2ccccc2)n[nH]1)Nc1ccc(F)cc1	2	-3
Cc1ccc(NC(=O)Cn2cnc3c(-c4ccccc4)csc3c2=O)c(Cl)c1	-3	-2
Fc1ccccc1N1CCN(Cn2cnc3ccccc32)CC1	.	-5
CNC(=O)C1=C(C)NC(=O)NC1c1c(F)cccc1Cl (centres undefined)	4	1
CCOc1cccc2cc(-c3csc(NC4CCCCC4)n3)c(=O)oc12	-3	-29
Cc1ccccc1C1=N/C(=C\c2ccc(Br)cc2)C(=O)O1	2	-1
CCOC(=O)c1c(C)nn(-c2ncccc2NC(=S)NC(=O)c2ccccc2)c1C	-6	.
Cc1ccc(OCc2nnc(SCC(=O)c3ccccc3)n2-c2ccccc2)c2c1CCC2	-27	.

(more compounds)
SMILES	Pf apPOL inh	mHTT-CaM PPI inh
Cc1ccc(-c2c(C(=O)Nc3c(F)cccc3F)oc(=O)c3ccccc23)cc1	-4	16
Nc1cc(C2CCN(C(=O)CCC3CCCC3)CC2)no1	-1	-6
COC(=O)c1ccc(C(=O)OC)c(NCc2cc(=O)oc3cc(C)c(O)cc23)c1	-3	-16
COC(=O)CCCn1cc(CN2CC=CS2(=O)=O)nn1	3	-3
Cc1ccc2nc(-c3ccc(N=Cc4cc([N+](=O)[O-])ccc4O)cc3)oc2c1	-80	-2
COc1cccc(CNC(=O)C2=C3CCCN3c3ccc(F)cc3S2(=O)=O)c1	-6	-11
CSc1cccc(NC(=O)CN(c2cccc([N+](=O)[O-])c2)S(C)(=O)=O)c1	-3	8
COC(=O)c1ccc(C(=O)N(Cc2ccsc2)CC(F)(F)F)cc1	-6	-21
CCc1ccccc1N(CC(=O)Nc1cccc(OC)c1)S(=O)(=O)c1ccccc1	-10	-5
CCOc1ccccc1NC(=O)C1CN(S(C)(=O)=O)CC12CCCCC2 (centres undefined)	-5	21
C1=CCC(C2OCC3(CO2)COC(C2CC=CCC2)OC3)CC1 (centres undefined)	-24	-16
O=C1Nc2ccccc2SC1c1ccccc1 (centres undefined)	-3	.
Cc1[nH]c2ccccc2c1SCCNC(=O)c1cccc([N+](=O)[O-])c1C	-8	32
CCn1ccc(C(=O)N2CCCn3nc(-c4cccs4)cc3C2)n1	-5	-1
CCOC(=O)C1CCCN(C(=O)c2cncc(-c3cccc(F)c3)c2)C1 (centres undefined)	-5	-1
CCCCC(=O)Nc1ccc(NC(=O)c2cc3ccccc3o2)cc1OC	-2	4
COc1cccc(/C=C/C(=O)c2cccs2)c1OC	3	-5
[O-][n+]1c2ccccc2[n+]([O-])c2cc(O)ccc21	.	23
Cc1ccc(N2CCC(C(=O)NCC(C)C)C2=O)c(Cl)c1 (centres undefined)	-3	0
CN(CC(=O)NCc1ccc(Cl)cc1)S(=O)(=O)c1ccc2[nH]c3c(c2c1)CCCC3	-3	58*
Cn1c(CSc2ccnc3cc(Cl)ccc23)nnc1SCC(=O)c1ccc(F)cc1	-7&-9	.
CCOc1ccc(NC(=O)c2cn3c(n2)CCCC3)cc1	-3	9
O=C(O)CCNc1ccc(Cl)cc1	3	.

Of the compounds above, 14 contain a nitro group on carbon.
SMILES	Pf apPOL inh	mHTT-CaM PPI inh
CS(=O)(=O)c1ccc2nc(NC(=O)Cc3ccc([N+](=O)[O-])cc3)sc2c1	4	3
Cc1ccc(C(=O)N2CC(C)OC(C)C2)cc1[N+](=O)[O-] (centres undefined)	-2	0
Cc1cccc(C(=O)Nc2cccc([N+](=O)[O-])c2C)c1	1	2
O=C(O)c1ccc(-n2c(/C=C/c3ccc([N+](=O)[O-])cc3)nc3ccccc3c2=O)cc1	-5	-6
O=C(c1cccs1)N1N=C(c2ccccc2)CC1c1ccccc1[N+](=O)[O-] (centres undefined)	-5	33
N#CC1=C(N)N(c2ccc([N+](=O)[O-])cc2)C2=C(C(=O)CCC2)C1c1cccnc1 (centres undefined)	-2	1
CN1CCN(c2sc(S(N)(=O)=O)cc2[N+](=O)[O-])CC1	-8	.
COc1ccc([N+](=O)[O-])cc1NC(=O)Cc1cn(C)c2ccccc12	-8	12
CC(C)CC(=O)N1CCN(S(=O)(=O)c2ccc([N+](=O)[O-])cc2)CC1	-4	-2
COc1ccc(C2=N/C(=C\c3ccc(SC)cc3)C(=O)O2)cc1[N+](=O)[O-]	-3	2
COc1ccc(C2=N/C(=C\c3ccccc3[N+](=O)[O-])C(=O)O2)cc1Br	-2	2
Cc1ccc2nc(-c3ccc(N=Cc4cc([N+](=O)[O-])ccc4O)cc3)oc2c1	-80	-2
CSc1cccc(NC(=O)CN(c2cccc([N+](=O)[O-])c2)S(C)(=O)=O)c1	-3	8
Cc1[nH]c2ccccc2c1SCCNC(=O)c1cccc([N+](=O)[O-])c1C	-8	32

Screening results as filed in PubChem BioAssay.
